# Screens from PubChem BioAssay.
# Nrf2 ARE act: Nrf2 pathway activation. AREc32 ARE-luciferase reporter (MCF7-derived line), luminescence, 24 h. Potency, µM (doses to about 46.1 µM), for inactives: at the highest dose activation, hits mostly activators. actives 0.31% (n = 410,000). AID 624171; also: potency is read from the fitted curve at half-maximal effect; % of control where 0% means no effect; nearly all actives have a fitted effect of over 65% in size
#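 AREc32 cells carrying an ARE-driven firefly luciferase reporter were seeded at 1000 cells/well in OPTI-MEM with 5% FBS, then exposed to compound for 24 hr at 37 deg C. Luminescence was read with Steady-Glo after 30 min at RT.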
# CCT modulator: cytosolic chaperonin activity modulation; purified chaperonin ATPase assay, HTRF ADP detection, 30 min; AID 651819; actives 0.3% (n = 360,000); activity change, % (no concentration beside the values), hits read low; in the data active = activity change below about -30%; also: % is scaled to controls: 0 for no effect and ±100 for the full control effect
#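 First, chaperonin was dispensed at 40 nM or 20 nM final depending on batch activity. Next, compounds were pinned at 76 uM and ATP added at 10 uM. After 30 min at 37 °C, ADP detection reagents ran 30 min at ambient temperature.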
# MmCpn inh: blocks the Methanococcus maripaludis chaperonin Mm-Cpn; purified Mm-Cpn ATPase, ADP Transcreener TR-FRET; Potency, µM (doses to about 76.9 µM), for inactives: at the highest dose activity, negative = inhibition, hits mostly inhibitors; actives 0.031% (n = 330,000); also: potency is read from the fitted curve at half-maximal effect; % is scaled to controls: 0 for no effect and ±100 for the full control effect; nearly all actives have a fitted effect of over 80% in size
#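 Eu-cryptate anti-ADP/ADP-d2 competition gives a ratio inversely related to ADP. Enzyme at 25 nM was pre-exposed to compound for 10 min, then given 10 uM ATP for 30 min, 37°C throughout.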
# EPAC2 ag: EPAC2 (human) agonism. Q8WZA2. EPAC2 activation, biochemical qHTS; response scale: 100% = 6.5 mM cAMP response. Potency, µM (highest dose often 154 µM), without a hit: at the highest dose activation, usual class: activators. actives 0.079% (n = 360,000); also: potency is read from the fitted curve at half-maximal effect; nearly all actives have a fitted effect of over 50% in size
# Target sequence (Q8WZA2 whole entry, looked up): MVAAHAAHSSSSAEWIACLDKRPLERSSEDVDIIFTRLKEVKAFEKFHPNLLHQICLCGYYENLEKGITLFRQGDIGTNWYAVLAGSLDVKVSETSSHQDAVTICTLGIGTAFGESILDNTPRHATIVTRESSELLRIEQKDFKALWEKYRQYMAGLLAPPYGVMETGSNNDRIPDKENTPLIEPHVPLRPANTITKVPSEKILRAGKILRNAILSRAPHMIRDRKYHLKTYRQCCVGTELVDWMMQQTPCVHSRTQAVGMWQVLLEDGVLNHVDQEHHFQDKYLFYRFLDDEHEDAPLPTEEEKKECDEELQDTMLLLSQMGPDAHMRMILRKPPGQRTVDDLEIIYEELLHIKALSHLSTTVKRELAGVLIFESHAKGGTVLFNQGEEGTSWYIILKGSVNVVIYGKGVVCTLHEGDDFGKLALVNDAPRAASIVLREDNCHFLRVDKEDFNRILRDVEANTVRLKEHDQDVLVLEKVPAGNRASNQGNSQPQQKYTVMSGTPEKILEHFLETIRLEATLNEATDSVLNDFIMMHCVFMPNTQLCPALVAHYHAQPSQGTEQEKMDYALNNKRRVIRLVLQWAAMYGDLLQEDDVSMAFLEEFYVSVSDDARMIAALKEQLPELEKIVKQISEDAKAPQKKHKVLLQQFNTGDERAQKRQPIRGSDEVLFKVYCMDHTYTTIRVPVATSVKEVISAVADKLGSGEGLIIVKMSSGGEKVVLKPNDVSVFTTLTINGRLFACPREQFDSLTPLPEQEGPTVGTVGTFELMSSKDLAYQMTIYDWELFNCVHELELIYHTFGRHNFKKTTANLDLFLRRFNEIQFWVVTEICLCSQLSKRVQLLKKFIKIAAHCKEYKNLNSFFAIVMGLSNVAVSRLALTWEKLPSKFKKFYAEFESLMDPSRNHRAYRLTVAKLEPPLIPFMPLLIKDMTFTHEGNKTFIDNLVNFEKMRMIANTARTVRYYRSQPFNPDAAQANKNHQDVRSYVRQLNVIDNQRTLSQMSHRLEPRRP
#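 Readout is BODIPY fluorescence (480 nm excitation, 540 nm emission), which falls as labeled GDP is exchanged off Rap1B. EPAC2 at 100 nM acted on 250 nM RAP1B-BODIPY-GDP with 50 uM GDP present.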
# Nrf2 block: Nrf2 pathway inhibition; A549 ARE-Fluc reporter, luciferase luminescence, 18-24 h; Potency, µM (series often up to 46 µM), without a hit: at the highest dose activity change, negative = inhibition, usual class: inhibitors; actives 2.1% (n = 360,000); AID 504444; also: potency is read from the fitted curve at half-maximal effect; % is scaled to controls: 0 for no effect and ±100 for the full control effect; nearly all actives have a fitted effect of over 60% in size
#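 Reporter: ARE-Fluc in A549. Exposure: 18-24 h, 37 °C, 5% CO2, 5% FBS OPTI-MEM. Readouts: fluorescent cytotoxicity (CellTiter-Fluor), then luminescent Nrf2 signal after BugLite.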
# Akt phos inh: Akt phosphorylation inhibition; Neuro2A IGF-stimulated pAkt S473 HTRF, 20 min; hits give low values; actives 0.32% (n = 360,000); activity change, % for hits at 50 µM; in the data active = activity change below about -80%; inconclusive = mostly about -51% to -80%; also: % is scaled to controls: 0 for no effect and ±100 for the full control effect
#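 Single-point screen (50 µM final compound) in Neuro2A cells stimulated 20 min with 6 nM IGF at 37 deg C. After lysis, Ser473-phosphorylated Akt read by HTRF (ex 330 nm, em 615/665 nm) as the 665/615 ratio.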
# TGFb SMAD3 inh: inhibitors of TGF-b signaling; HepG2 CAGA-GFP TGF-b/SMAD3 reporter, GFP fluorescence, 18 h; TGF-beta stimulated, 500 pg/mL final; Potency, µM (top dose mostly 46.1 µM), without a hit: at the highest dose activity, negative = inhibition, usual class: inhibitors; actives 1.2% (n = 410,000); AID 588855; also: potency is read from the fitted curve at half-maximal effect; % is scaled to controls: 0 for no effect and ±100 for the full control effect; nearly all actives have a fitted effect of over 65% in size
#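 HEPG2 CAGA-GFP cells (1000/well, DMEM with 1% FBS) were pre-incubated 2 h at 37 degrees C, given compound by pin tool, then stimulated with TGF-beta at 500 pg/mL final for 18 h before per-cell GFP fluorescence imaging.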
# A549 tox: A549 cytotoxicity, counter-screen for Nrf2 inhibitors. A549 ARE-Fluc cells, CellTiter-Fluor viability, 18-24 h. actives 0.16% (n = 390,000). Potency, µM (series often up to 46 µM), for the others: at the highest dose activity change, negative = cytotoxicity, actives largely listed as inhibitors; also: potency is read from the fitted curve at half-maximal effect; % is scaled to controls: 0 for no effect and ±100 for the full control effect
#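 A549 ARE-Fluc cells in 5% FBS OPTI-MEM, 5000 cells/well, rested 2 h then exposed to compounds in concentration-response for 18-24 h at 37 °C. Viability by CellTiter-Fluor fluorescence (Ex 405/Em 525) after 30 min; luciferase luminescence (BugLite, 15 min, RT) read afterwards.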
# EPAC2 antag: antagonists of human EPAC2 | EPAC2 GEF exchange of Rap1B-BODIPY-GDP, fluorescence | Potency, µM (titrated, usually from 114 µM), for the others: top-dose activity, negative = inhibition, most hits filed as inhibitors | actives 0.18% (n = 360,000) | AID 720708; also: potency is read from the fitted curve at half-maximal effect; % is scaled to controls: 0 for no effect and ±100 for the full control effect; nearly all actives have a fitted effect of over 45% in size; many of its hits are not listed in these tables
# * marks the source's active call; other numbers are inactive results; i = inactive; ? = inconclusive; nt = not tested or not shown; & = joins results of further samples; [ ] = another dose, or the depositor's remark. Unless noted, calls follow the shape of the dose curve; as a rule, active = well fitted curve in the direction sought with a large enough effect; inconclusive = small, poorly fitted or top-dose-only effect, or another doubt; inactive = no such curve, though single readings can be large; an effect the other way counts as inactive or inconclusive. Only part of the results is shown. The share of hits here may be higher or lower than overall.
SMILES,Nrf2 ARE act,CCT modulator,MmCpn inh,EPAC2 ag,Nrf2 block,Akt phos inh,TGFb SMAD3 inh,A549 tox,EPAC2 antag
CC(=O)c1cc2ccc(O)cc2oc1=O,-1.2%,0.0,-3%,12%,9%,i,1%,24%,2%
CCN1CCN(c2cc(C)c3cc(NC(=O)c4cnccn4)ccc3n2)CC1,0.3%,-1.6,0%,6%,7%,i,5%,?,3%
O=C(COC(=O)c1cc([N+](=O)[O-])ccc1N1CCOCC1)Nc1c(Cl)cccc1C(F)(F)F,-0.1%,-1.9,0%,4%,0%,i,-4%,-15%,4%
COc1ccc(C(=O)NCc2ccc(C(=O)O)o2)cc1,0.2%,-1.8,0%,3%,24%,i,-12%,-4%,0%
C=CCc1c(C)nc2cc(-c3ccc(C)cc3)[nH]n2c1=O,0.0%,-1.3,2%,4%,?,i,4%,3%,2%
Cc1ccc(-c2cn(CCN)c(-c3ccc(Cl)nc3)n2)cc1,-0.2%,1.0,1%,9%,9%,i,-1%,6%,12%
CC(=O)Nc1cccc(NC(C)=O)n1,2.1%,-1.6,2%&1%,8%,-6%,i,-18%,-12%,-4%
Brc1ccc(CSc2ncnc3nc[nH]c23)cc1,4.4%,0.5,3%,14%,-6%,i,0%,0%,4%
CC(C)(C)c1ccc(C(=O)c2c[nH]c(C(=O)NCc3cccnc3)c2)cc1,2.8%,-3.2,3%,0%,?,i,-6%,-13%,11%
N#CC1=C(N)OC2=C(CCc3ccccc32)C1c1ccccc1 (configuration not stated),2.9%,-2.1,2%,8%,0%,i,?,-5%,-25%
CC(OC(=O)C1CC1C)C(=O)Nc1ncc(Cl)cc1Cl (configuration not stated),0.2%,-3.8,0%,5%,9%,i,-12%,-1%,9%
CCC1(c2ccccc2)NC(=O)N(CC(=O)Nc2ccccc2C(=O)N2CCCCC2)C1=O (configuration not stated),-0.7%,0.9,-2%,0%,4%,i,-6%,-2%,24%
O=S(=O)(NCCN1CCOCC1)c1cc(Cl)c(Cl)cc1Cl,-0.5%,0.6,0%,9%,6%,i,-10%,7%,-1%
COc1ccccc1-c1ccc(SCc2ccccc2)nn1,4.3%,-1.1,-13%,11%,?,i,-1%,1%,-5%
CC(NC(=O)C(=O)NCc1cccs1)c1ccccc1 (configuration not stated),-0.6%,0.4,3%,1%,2%,i,0%,6%,-4%

# Profiles from above.
# N#CC1=C(N)OC2=C(CCc3ccccc32)C1c1ccccc1 (configuration not stated) reads Nrf2 ARE act: 2.9%; CCT modulator: -2.1; MmCpn inh: 2%; EPAC2 ag: 8%; Nrf2 block: 0%; Akt phos inh: i; TGFb SMAD3 inh: ?; A549 tox: -5%; EPAC2 antag: -25%
# CCN1CCN(c2cc(C)c3cc(NC(=O)c4cnccn4)ccc3n2)CC1 reads Nrf2 ARE act: 0.3%; CCT modulator: -1.6; MmCpn inh: 0%; EPAC2 ag: 6%; Nrf2 block: 7%; Akt phos inh: i; TGFb SMAD3 inh: 5%; A549 tox: ?; EPAC2 antag: 3%

# The listing continues:
SMILES,Nrf2 ARE act,CCT modulator,MmCpn inh,EPAC2 ag,Nrf2 block,Akt phos inh,TGFb SMAD3 inh,A549 tox,EPAC2 antag
Clc1ccc(-c2csc(N3CCSCC3)n2)cc1,0.4%,-0.3,0%,12%,2%,i,-4%,0%,-7%
COc1ccc(CN2CCC2(C)C(=O)Nc2ccc(OC)c(OC)c2)cc1 (configuration not stated),0.5%,-2.5,nt,1%,nt,i,27%,nt,-3%
Cc1cccc(N2CCN(C(=O)CCN3C(=O)C4C5C=CC(C5)C4C3=O)CC2C)c1 (configuration not stated),-0.6%,-2.0,2%,13%,-18%,i,13%,-1%,0%
O=C(CSc1n[nH]c(=O)n1C1CC1)Nc1ccc(Cl)cc1Cl,2.9%,-1.3,0%,-4%,-6%,i,1%,-3%,-15%
CCC(C)NC(=O)COc1ccccc1[N+](=O)[O-] (configuration not stated),-0.5%,-1.6,1%,-6%,-4%,i,11%,-4%,7%
CN(C)c1nc(N(C)C)n(Cc2c(Cl)cccc2Cl)n1,0.3%,-1.0,0%,9%,11%,i,2%,5%,-9%
Cc1cccc2nc(=S)n(C(=O)c3ccco3)n12,?,1.3,0%,16%,?,i,-14%,-4%,0%
COc1cccc(COC(=O)C2CCN(S(=O)(=O)c3ccc(F)cc3)CC2)c1OC,-0.3%,-0.9,1%,15%,10%,i,0%,-7%,-2%
Cc1c(NS(=O)(=O)c2ccccc2)c(=O)n(-c2ccccc2)n1C,-0.4%,-1.0,-1%,2%,10%,i,2%,-4%,7%
CSc1ccc(NC(=O)CC(C)=O)cc1,-0.7%,-3.8,2%,4%,2%,i,-1%,-1%,-5%
O=C(CSc1cccc[n+]1[O-])NN(c1ccccc1)c1ccccc1,-0.1%,1.5,1%,2%,?,i,-25%,8%,-1%
CCNCc1cc(OCC)c(OCC(=O)NCCc2ccccc2)cc1Cl,-0.8%,0.0,1%,10%,-1%,i,-1%,-3%,9%
NC(=O)C1CCN(C(=O)CC2(CC(=O)O)CCCCC2)CC1,1.6%,-0.4,-3%,13%,?,i,1%,3%,34%[activator]
COc1ccc(CC(=O)Nc2ccccc2NC(=O)c2ccco2)cc1OC,0.8%,-0.3,4%,5%,-8%,i,?,1%,2%
COc1ccc(S(=O)(=O)Nc2ccc3c(c2)C(=O)N([C@H](C)CO)C[C@H](C)[C@@H](CN(C)C(=O)Nc2c(C)noc2C)OCCCC[C@H](C)O3)cc1,-0.8%,-0.7,nt,-6%,nt,i,19%,nt,7%
CC1CC(C)CN(S(=O)(=O)c2cccc(C(=O)OCCN3CCCC3=O)c2)C1 (configuration not stated),0.1%,-4.1,1%,-5%,nt,i,-24%,-7%,5%
CN(C(=O)CCc1nc2ccccc2c(=O)[nH]1)C1CCS(=O)(=O)C1 (configuration not stated),-0.1%,-2.6,-4%,11%,-25%,i,14%,1%,4%
CCOc1ccc(NC(=O)CN(C)CC(=O)Nc2cc(Cl)ccc2C#N)cc1OCC,4.6%,-2.3,2%,-5%,-2%,i,-27%,-4%,0%
COc1cc(CNC(=O)c2cc(-c3ccccc3)n[nH]2)cc(OC)c1OC,5.5%,nt,nt,nt,24%,nt,-8%,-2%,nt
Cc1ccc(S(=O)(=O)N2CCCCC2C(=O)N(C)c2ccccc2)cc1 (configuration not stated),-0.7%,-0.2,-1%,-8%,-4%,i,-6%,-8%,-20%
CCC(=O)Nc1nnc(-c2ccncc2)s1,-0.8%,-6.8,-22%,1%,0%,i,11%,-8%,11%
O=C(CCNC(=O)c1ccccc1Cl)NCC(c1ccco1)N1CCCC1 (configuration not stated),0.3%,0.5,0%,1%,17%,i,1%,-1%,17%
CN(C)C(=O)C#Cc1ccccc1,6.7%,-0.1,-2%,3%,1%,i,-19%,-8%,1%
Cc1ccc(C(=O)NCC(=O)NCC(=O)OCC(=O)c2ccc([N+](=O)[O-])cc2)cc1,2.6%,0.5,2%,-5%,-15%,i,?,-10%,4%
COc1cccc(C(=O)Oc2ccc(/C=N/NC(=O)c3ccncc3)cc2OC)c1,1.5%,-1.0,1%,5%,8%,i,0%,10%,2%
Nc1ccc(C2CCCc3nonc32)c2nonc12 (configuration not stated),0.3%,-1.0,-7%,2%,-29%,-113%*,0%,-15%,3%
Cc1cc2c(cc1C)CSC(c1ccccc1OC(=O)C(C)(C)C)SC2,4.4%,-1.4,1%,3%,-5%,i,?,-11%,-9%
COc1ccc(-c2cc3nc(C)c(CCC(=O)N4CCN(c5cccc(Cl)c5)CC4)c(C)n3n2)c(OC)c1,-0.1%,nt,nt,nt,?,nt,?,-8%,nt
OC(CNCC1CCCO1)Cn1c2ccc(Br)cc2c2cc(Br)ccc21 (configuration not stated),-1.4%,2.4,-4%,2%,29%,i,?,-13%,-18%
O=C(CSc1nnc2ccccn12)N1CCc2ccccc2C1,2.6%,-0.2,0%,0%,?,i,0%,-9%,3%
CC1=NC(C#N)=C(C#N)NC(C)(C)C1,-0.1%,0.7,-2%,10%,4%,i,-8%,3%,22%
Cc1nc2ccccc2n1CC(O)COC1CCCCC1 (configuration not stated),0.0%,-1.0,1%,2%,15%,i,3%,-4%,0%
CCc1nc2ccc(C(=O)N(C)CC(=O)Nc3cccc(F)c3)cc2nc1CC,-0.6%,-0.3,0%,-8%,-27%,i,-8%,-6%,-7%
COc1ccc(/C(N)=N/OC(=O)c2ccc3ccccc3c2)cc1OC,3.2%,-2.0,nt,-3%,nt,i,11%,nt,7%
Cc1ccc2nc3[nH]c(=O)[nH]c(=O)c3c(N)c2c1,-0.3%,-6.9,nt,24%,?,i,4%,-12%,-21%
Nn1c(SCc2c(F)cccc2F)nnc1-c1ccccn1,0.5%,-2.6,1%,6%,?,i,17%,2%,1%
O=C(COC(=O)c1ccc(F)c(S(=O)(=O)N2CCOCC2)c1)NCc1ccc2c(c1)OCO2,-0.7%,2.2,0%,3%,5%,i,-3%,1%,0%
Cc1ccc(CNC(=O)CSc2c3c(nc4cc(Cl)ccc24)CCCC3)o1,?,-0.1,?,14%,?,-103%*,?,-14%,16%
Cc1ccc(S(=O)(=O)Cc2nnnn2-c2ccccc2)cc1,-0.6%,2.3,1%,1%,-7%,i,0%,4%,-1%
Cc1cccc2sc(N(CCCN(C)C)C(=O)CCc3ccccc3)nc12,-1.3%,3.8,4%,-4%,?,i,13µM*,?,0%
